Assay outcomes from PubChem BioAssay.
All columns: NCI-60 one-dose screen, growth in % after 48 h at 10 µM unless noted; 100 = growth as untreated, 0 = no growth, -100 = all killed.
MALME-3M = MALME-3M melanoma | 78,000 compounds, 5.8% hits | AID 1794766
LOX IMVI = LOX IMVI melanoma | AID 1794757 | 79,000 compounds, 7.4% hits
UACC-62 = UACC-62 melanoma | 81,000 compounds, 5.4% hits
HS 578T = HS 578T breast cancer | 78,000 compounds, 4.1% hits
BT-549 = BT-549 breast cancer; 78,000 compounds, 4.4% hits; AID 1794793
MCF7 = MCF7 breast cancer; 82,000 compounds, 6.3% hits
T-47D = T-47D breast cancer; 79,000 compounds, 5% hits
UACC-257 = UACC-257 melanoma; 78,000 compounds, 4.4% hits; AID 1794764
Numbers without * were called inactive; nt = not tested or not shown; & = joins results of further samples. The calls were made as follows: active = growth percent below 10; inactive = the rest. Hits appear at their usual frequency. About 11% of those tested had a hit in this group.

Results follow in this order: BT-549	LOX IMVI	MALME-3M	HS 578T	MCF7	UACC-257	UACC-62	T-47D
> CC/C(=C\c1ccc(N(C)C)cc1)c1nc2ccccc2c(=O)[nH]1
  60.3	94.2	144.4	328.5	98.2	111.1	84.1	79.2
> Oc1ccc(N=Cc2ccccc2O)cc1
  78.3	103.8	73.6	112.3	92.8	nt	96.8	89.4
> O=C1NC(=S)S/C1=C/c1cc(Cl)cc(Cl)c1O
  100.4	90.0	160.3	107.0	99.4	113.9	107.5	104.6
> COc1ccc(Cn2cc3c(c2-c2cc(OC)c(OC)c(OC)c2)CCc2c(CO)noc2-3)cc1
  0.2*	30.6	94.8	9.6*	19.6	64.6	12.7	64.3
> COc1ccc(Cl)cc1-n1nnc(-c2nc3ccccc3[nH]2)c1N
  98.8	77.4	63.8	43.3	94.3	95.4	103.7	67.5
> CSc1nn(-c2ccccc2)c2ncnc(Oc3ccccc3)c12
  94.5	98.4	103.5	148.3	106.9	107.0	101.4	87.7
> CCCCC[C@H]1C/C=C2/C(=O)C(Cl)=C[C@@H]2C/C=C\CCCC(=O)O1
  -77.3*	-85.2*	-35.2*	29.7	1.0*	-53.3*	nt	-33.7*
> C/C(O)=C1\C(=O)OC(C2=C(c3cccs3)NC(=S)NC2C)=CC1c1ccc(C)o1 (stereo unspecified)
  78.6	90.0	97.9	112.0	88.4	99.8	95.1	43.4
> O=C(CC(CC(=O)c1cccs1)c1ccc(O)cc1)c1cccs1
  94.8	102.3	114.9	110.8	99.4	90.0	nt	82.5
> Cc1nc(N)[nH]c(=O)c1CCCNc1ccc(CCCCC2(CCl)OCCO2)cc1
  90.9&83.1	95.7&89.4	97.8	101.5&105.5	93.4&105.0	92.9&96.6	93.0&78.5	71.0&84.0
> O=c1[nH]n[n+](-c2[nH]ncc2[N+](=O)[O-])o1
  100.7	96.5	100.4	97.0	96.5	96.0	95.3	92.4
> COc1cccc(-c2cn3c(ccc4ccccc43)n2)c1
  37.8	31.6	36.9	21.6	17.4	58.7	34.4	46.1
> O=CNc1ccc(Cl)c(Cl)c1
  90.0	nt	nt	106.8	101.1	95.5	90.2	100.2
> O=C(O)C(c1ccccc1)C1(O)CCC1 (stereo unspecified)
  109.8	93.0	nt	112.5	98.0	105.0	91.3	103.3
> Nc1n[nH]c2cccc(C#Cc3cccc(NC(=O)c4cccc(Cl)c4)c3)c12
  nt	17.7	46.4	43.2	15.9	48.5	32.4	7.3*
> O=Nc1c2cccnc2n2nnc3ccc(Cl)cc3c12
  nt	26.6	23.7	70.0	-10.6*	28.6	73.5	12.1
> O=C(NCC1CCCCC1)NCC1CCCCC1
  108.8	96.7	110.9	nt	100.7	108.2	98.8	96.3
> N#Cc1c(-c2ccccn2)nc(SCC(=O)c2ccc(Br)cc2)[nH]c1=O
  98.7	104.9	nt	103.3	98.3	104.8	107.4	97.6
> CCN1C(=O)CSC1=Nc1ccc(Cl)c(Cl)c1
  95.8	98.9	100.5	96.8	92.3	102.2	79.7	91.9
> CS(=O)(=O)c1ccc(C(=O)N2N=C(c3ccccc3)CC2c2ccccc2O)cc1 (stereo unspecified)
  81.5	66.3	79.4	93.4	78.4	61.4	88.5	70.2
> COc1ccc(/C=C2\Oc3cc(OCCN4CCC(Cc5ccccc5)CC4)ccc3C2=O)cc1
  89.7	79.0	90.1	85.6	88.0	93.4	93.9	82.0
> CCC(C)c1ccc(OCC(C)O)cc1 (stereo unspecified)
  87.6	93.9	92.0	101.6	96.0	91.9	105.9	104.8
> NC(=O)CN1CCN(c2ccccc2Cl)CC1
  99.2	109.0	103.8	101.8	102.4	107.1	113.4	96.9
> CCCC(CCc1ccccc1)C(=O)NC(N)=O (stereo unspecified)
  101.7	98.1	115.6	107.7	88.3	104.9	99.4	97.0
> C=C(C)Cn1c(=O)n(CC(=C)C)c(=O)n(CC(=C)C)c1=O
  193.9	nt	130.3	nt	90.9	101.6	98.3	102.1
> Nc1nc(N)c2c(n1)NC(c1cccc(Nc3ccnc4cc(C(F)(F)F)ccc34)c1)CC(c1ccc(F)cc1)=N2 (stereo unspecified)
  100.3	40.5	53.2	42.1	16.7	74.8	71.4	68.3
> CN1C(C)(C)CC(=NO)CC1(C)C
  99.3	109.2	95.1	106.8	108.4	114.8	103.1	106.3
> Cc1c(C#N)c2n(c1C)CCCC(=O)N2
  106.7	100.9	135.5	119.9	97.7	98.9	103.6	102.5
> C/C=C(/C(=C/C)c1ccc(O)cc1)c1ccc(O)cc1
  40.7	39.1	23.1	25.6	20.6	53.9	31.2	53.5
> O=Cc1c[nH]c2ccc(NC(=O)OCc3ccccc3)cc12
  21.4	105.2	185.5	252.2	100.2	85.6	90.4	84.2

Compound profiles, from the list above. Order of screens: BT-549, LOX IMVI, MALME-3M, HS 578T, MCF7, UACC-257, UACC-62, T-47D
C=C(C)Cn1c(=O)n(CC(=C)C)c(=O)n(CC(=C)C)c1=O is entered as 193.9, nt, 130.3, nt, 90.9, 101.6, 98.3, 102.1
Oc1ccc(N=Cc2ccccc2O)cc1 is entered as 78.3, 103.8, 73.6, 112.3, 92.8, nt, 96.8, 89.4

Additional records follow:
Results follow in this order: BT-549	LOX IMVI	MALME-3M	HS 578T	MCF7	UACC-257	UACC-62	T-47D
> COc1ccc(NC(=O)N2NC(c3ccc(Cl)cc3)C=C2c2ccccc2)cc1 (stereo unspecified)
  95.2	97.7	73.3	159.2	103.3	91.3	91.3	94.8
> COc1ccc(C(=O)CSc2nccc(Nc3ccc(S(N)(=O)=O)cc3)n2)cc1
  nt	97.6	95.8	94.9	98.0	97.8	81.4	82.1
> COc1ccc(CNn2c(COc3ccccc3)nc3ccccc3c2=O)cc1OC
  105.3	102.5	93.5	97.3	110.7	108.8	77.7	76.1
> O=C1Nc2ccccc2/C1=N\n1c(N/N=C/c2cccc([N+](=O)[O-])c2)n[nH]c1=S
  94.7	100.1	106.6	110.3	86.5	105.3	90.1	97.6
> O=c1oc2ccc(Br)cc2cc1-c1csc(N=Nc2c(O)[nH]c3ccc(Cl)cc23)n1
  97.0	101.4	98.7	93.1	95.9	104.0	101.0	98.1
> CCC(=O)Oc1ccc2ccccc2c1
  nt	92.2	93.7	81.0	101.4	96.6	92.1	74.9
> CN(C)c1ccnc(CNCCSC2(c3ccc(C(F)(F)F)cc3)c3ccccc3C=Cc3ccccc32)c1
  -6.2*	-92.0*	-89.7*	-18.0*	-89.2*	-20.6*	2.6*	-60.8*
> O=S(=O)(O)SCCN1CCOCC1
  114.3	100.9	101.9	106.4	95.0	94.3	107.7	104.1
> Cc1ccccc1NCC(C)O (stereo unspecified)
  96.2	95.4	121.8	nt	92.0	101.0	88.8	85.2
> [2H]C([2H])([2H])Oc1c(F)cccc1/C=C/C(=O)/C=C(O)/C=C/c1cccc(F)c1OC([2H])([2H])[2H]
  97.6	85.8	100.1	111.9	74.5	82.7	92.0	83.8
> C=CCNC(=S)N/N=C/C=C/C
  105.8	102.5	91.8	nt	98.5	95.8	97.1	102.0
> C/C(=N\NC(=O)c1ccncc1)c1cccc(Br)c1
  91.5&121.4	111.0&109.5	110.1&143.0	116.0&101.7	101.8&102.9	100.6&100.7	108.3&93.8	97.7&102.6
> COC(=O)CCc1ccc(N)cc1
  106.0	nt	86.3	110.0	101.9	108.0	101.3	96.9
> CCOC(=O)C1=C(C(F)(F)F)NC(=S)NC1CN1C(=O)c2ccccc2C1=O (stereo unspecified)
  117.9	104.7	92.9	108.7	88.4	110.2	100.7	106.5
> COc1ccc([C@H]2c3[nH]c4ccccc4c3C[C@@H]3C(=O)N(C4CCN(Cc5ccccc5)CC4)CC(=O)N23)c(OC)c1
  86.1	58.7	97.1	82.3	51.7	94.5	87.2	82.8
> CCCC(=O)CC(C)=O.CCCC(=O)CC(C)=O.[Cu]
  110.8	86.5	89.9	109.8	92.4	74.9	104.7	77.1
> CCCCCCCCCCN=Cc1c(O)c(O)c(CCC)c2cc(C)c(-c3c(C)cc4c(CCC)c(O)c(O)c(C=NCCCCCCCCCC)c4c3O)c(O)c12
  nt	102.8	101.2	93.3	95.1	97.8	103.8	105.7
> O=C(O)CCSC1(SCCC(=O)O)CCCCC1
  95.0	93.5	93.8	100.0	85.6	84.7	101.6	88.5
> O=[N+]([O-])c1ccc(Oc2ccc(-c3ccccc3)cc2)cc1
  79.6	96.3	108.7	93.2	84.4	98.1	63.0	60.6
> CC(=O)CC(=O)NC(C)(C)CC(C)(C)C
  113.6	95.2	93.1	91.0	nt	101.8	103.2	106.3
> COC1=C(C)C(=O)c2c(c(CCCl)c3n2CCC3O)C1=O (stereo unspecified)
  -30.4*	-23.5*	-55.7*	-6.2*	-14.2*	-44.8*	-60.5*	81.2
> CCCCCC(C)(C)O
  59.9	97.0	101.4	101.2	88.8	93.6	101.6	nt
> Cc1ccc(Nc2cccc3cccc(S(=O)(=O)O)c23)cc1
  106.9	95.3	95.0	nt	94.3	110.4	93.2	100.3
> COc1ccc(-c2nnc(-c3ccc4c(c3)nc(-c3cccs3)n4C3CCCCC3)o2)cc1
  48.4	62.4	80.9	101.4	74.2	85.4	49.0	18.5
> COc1ccc(C2Cc3c(nn(-c4cccc(Cl)c4)c(=O)c3C#N)C(O)=C2[N+](=O)[O-])cc1 (stereo unspecified)
  104.8	98.6	85.9	101.4	97.3	102.8	86.1	80.9
> CC(Oc1ccc(C(C)(C)C)cc1)C(=O)O (stereo unspecified)
  113.6	100.1	112.1	91.3	99.0	nt	101.0	94.1
> CC(N)CCCc1ccccc1 (stereo unspecified)
  100.7	95.3	103.0	101.4	92.7	90.2	104.7	87.3
> CC(CC=O)CC=O
  104.5	83.8	111.7	97.8	89.5	103.2	108.9	84.4
> CCN(CCO)c1ccccc1
  nt	91.7	99.4	nt	90.7	106.0	95.5	89.7
> CNCCCOc1c(Br)cc(CCNC(=O)/C(Cc2cc(Br)c(OC)c(Br)c2)=N/O)cc1Br
  48.0	-80.1*	-78.0*	-17.9*	-40.3*	-45.3*	-47.0*	-27.5*
> CN(CCNCc1ccccn1)CCNCc1ccccn1
  -2.6*	9.3*	-21.8*	48.9	6.5*	-35.8*	4.5*	0.5*
> CCc1cccc(C)c1NC(=O)c1sc2nc3c(cc2c1N)C(=O)CCC3
  46.8	37.9	45.1	24.8	20.3	66.6	46.5	24.4

Sorted by molecular weight (low to high): some entries from above.
Results follow in this order: BT-549	LOX IMVI	MALME-3M	HS 578T	MCF7	UACC-257	UACC-62	T-47D
> CCCCCC(C)(C)O
  59.9	97.0	101.4	101.2	88.8	93.6	101.6	nt
> CC(N)CCCc1ccccc1 (stereo unspecified)
  100.7	95.3	103.0	101.4	92.7	90.2	104.7	87.3
> Cc1ccccc1NCC(C)O (stereo unspecified)
  96.2	95.4	121.8	nt	92.0	101.0	88.8	85.2
> CC(=O)CC(=O)NC(C)(C)CC(C)(C)C
  113.6	95.2	93.1	91.0	nt	101.8	103.2	106.3
> O=S(=O)(O)SCCN1CCOCC1
  114.3	100.9	101.9	106.4	95.0	94.3	107.7	104.1
> CN(CCNCc1ccccn1)CCNCc1ccccn1
  -2.6*	9.3*	-21.8*	48.9	6.5*	-35.8*	4.5*	0.5*
> COC1=C(C)C(=O)c2c(c(CCCl)c3n2CCC3O)C1=O (stereo unspecified)
  -30.4*	-23.5*	-55.7*	-6.2*	-14.2*	-44.8*	-60.5*	81.2
> C/C(=N\NC(=O)c1ccncc1)c1cccc(Br)c1
  91.5&121.4	111.0&109.5	110.1&143.0	116.0&101.7	101.8&102.9	100.6&100.7	108.3&93.8	97.7&102.6
> CCCC(=O)CC(C)=O.CCCC(=O)CC(C)=O.[Cu]
  110.8	86.5	89.9	109.8	92.4	74.9	104.7	77.1
> COc1ccc(NC(=O)N2NC(c3ccc(Cl)cc3)C=C2c2ccccc2)cc1 (stereo unspecified)
  95.2	97.7	73.3	159.2	103.3	91.3	91.3	94.8
> O=C1Nc2ccccc2/C1=N\n1c(N/N=C/c2cccc([N+](=O)[O-])c2)n[nH]c1=S
  94.7	100.1	106.6	110.3	86.5	105.3	90.1	97.6
> CCOC(=O)C1=C(C(F)(F)F)NC(=S)NC1CN1C(=O)c2ccccc2C1=O (stereo unspecified)
  117.9	104.7	92.9	108.7	88.4	110.2	100.7	106.5
> COc1ccc(CNn2c(COc3ccccc3)nc3ccccc3c2=O)cc1OC
  105.3	102.5	93.5	97.3	110.7	108.8	77.7	76.1
> COc1ccc(C(=O)CSc2nccc(Nc3ccc(S(N)(=O)=O)cc3)n2)cc1
  nt	97.6	95.8	94.9	98.0	97.8	81.4	82.1
> COc1ccc(C2Cc3c(nn(-c4cccc(Cl)c4)c(=O)c3C#N)C(O)=C2[N+](=O)[O-])cc1 (stereo unspecified)
  104.8	98.6	85.9	101.4	97.3	102.8	86.1	80.9
> O=c1oc2ccc(Br)cc2cc1-c1csc(N=Nc2c(O)[nH]c3ccc(Cl)cc23)n1
  97.0	101.4	98.7	93.1	95.9	104.0	101.0	98.1
> CN(C)c1ccnc(CNCCSC2(c3ccc(C(F)(F)F)cc3)c3ccccc3C=Cc3ccccc32)c1
  -6.2*	-92.0*	-89.7*	-18.0*	-89.2*	-20.6*	2.6*	-60.8*
> CNCCCOc1c(Br)cc(CCNC(=O)/C(Cc2cc(Br)c(OC)c(Br)c2)=N/O)cc1Br
  48.0	-80.1*	-78.0*	-17.9*	-40.3*	-45.3*	-47.0*	-27.5*
> CCCCCCCCCCN=Cc1c(O)c(O)c(CCC)c2cc(C)c(-c3c(C)cc4c(CCC)c(O)c(O)c(C=NCCCCCCCCCC)c4c3O)c(O)c12
  nt	102.8	101.2	93.3	95.1	97.8	103.8	105.7
